From PubChem BioAssay
GALK inh = qHTS Assay for Inhibitors of Human Galactokinase (GALK); P51570; Purified GALK, Kinase-Glo residual ATP luminescence; Potency, µM (titrated, usually from 57.5 µM), inactives show at the top dose activity change, negative = inhibition, most hits filed as inhibitors; 0.007% of 270,000 active; also: potency is read from the fitted curve at half-maximal effect
Target sequence (P51570 whole entry, looked up): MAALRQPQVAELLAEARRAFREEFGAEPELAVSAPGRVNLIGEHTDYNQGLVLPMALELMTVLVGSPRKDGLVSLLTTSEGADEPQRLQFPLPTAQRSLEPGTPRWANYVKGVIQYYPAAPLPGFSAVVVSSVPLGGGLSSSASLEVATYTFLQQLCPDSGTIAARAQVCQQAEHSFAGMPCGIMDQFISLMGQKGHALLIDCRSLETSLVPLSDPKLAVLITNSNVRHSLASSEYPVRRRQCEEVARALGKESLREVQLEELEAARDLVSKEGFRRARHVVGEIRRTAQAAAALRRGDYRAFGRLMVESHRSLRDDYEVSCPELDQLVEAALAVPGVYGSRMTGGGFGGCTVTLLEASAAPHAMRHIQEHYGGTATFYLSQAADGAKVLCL
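The enzyme phosphorylates galactose (100 uM) using ATP (35 uM); inhibition is detected as higher residual ATP, quantified by bioluminescence after 1 h reaction at room temperature, pH 8.0.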
KCNH2 3.1 inh = qHTS for Inhibitors of KCHN2 3.1: Mutant qHTS; activity change, % (tested at about 1.8 µM); 0.95% of 340,000 active; AID 720553, 2013; Potassium voltage-gated channel subfamily H member 2, brain isoform KCNH2 3.1 (human); U2OS KCNH2 3.1, thallium flux FluxOr; active compounds read low;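 active = maximum activity change below -70%; inconclusive = maximum activity change from -70% to -50%; inactive = maximum activity change above -50%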;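 also: thallium influx rate constant from kinetic fluorescence after stimulation buffer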
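Thallium flux read-out: FluxOr dye with Red40 quencher in HBSS/HEPES, 45 min at RT. Rate constants from kinetic reads were normalized to positive and negative DMSO controls. Cells: U2OS virally expressing the 3.1 isoform.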
Eya2 inh = qHTS Assay for Inhibitors of the Phosphatase Activity of Eya2; recombinant Eya2, OMFP fluorescence dephosphorylation (OMFP is methylfluorescein phosphate); AID 488837, 2010; 0.006% of 330,000 active; Protein phosphatase EYA2 (Homo sapiens), O00167; Potency, µM (highest dose often 76.9 µM), without a hit: at the highest dose activity, negative = inhibition, hits mostly inhibitors; also: potency is read from the fitted curve at half-maximal effect
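Eya2 (0.2 uM) preincubated 10 min at ambient with compound, then OMFP substrate added at 50 uM; 10 min reaction in 50 mM HEPES pH 7.5, 50 mM NaCl, 5 uM MgCl2, 0.05% BSA, 1 mM DTT. Fluorescence read at Ex 485/Em 525 nm.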
B2AR arrestin = qHTS assay of beta-arrestin-biased ligands of beta2-adrenergic receptor | Beta-2 adrenergic receptor (Homo sapiens), P07550 | beta-arrestin recruitment to beta2AR, cell-based reporter | Potency, µM (doses to about 46.1 µM), for the others: top-dose activation, hits mostly activators | 0.02% of 330,000 active | AID 492947, 2010;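 also: potency is read from the fitted curve at half-maximal effect; 0% = DMSO controls and full agonism = EC100 isoproterenol or metaproterenol; nearly all actives have a fitted effect of over 65% in size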
FBPA coupling cs = qHTS Assay for Inhibitors of Fructose-1,6-bisphosphate Aldolase from Giardia Lamblia: Coupling assay counterscreen; 0.67% of 290,000 active; activity change, negative = inhibition, % at 58.2 µM, hits read low; coupling enzyme system counterscreen, AmpLite Red fluorescence; in the data active = activity change below about -30%
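Fluorescence at 525 nm excitation and 598 nm emission measured inhibition of the coupled detection system without aldolase. Compounds (at 57.5 uM final) were preincubated 10 min at room temperature with coupling enzyme reagent before a 20 min substrate/AmpLite Red step.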
uPA surface inh = qHTS for Inhibitors of Cell Surface uPA Generation; Potency, µM (highest dose often 38.3 µM), for the others: top-dose activity change, negative = inhibition, hits mostly inhibitors; 0.31% of 330,000 active; cell surface uPA generation assay, qHTS; active = well fitted inhibition curve with a large enough effect; inconclusive = small, poorly fitted or top-dose-only effect; inactive = no such curve, though single readings can be large or run the other way; tested in mouse RAW 264.7 cells; also: potency is read from the fitted curve at half-maximal effect; nearly all actives have a fitted effect of over 55% in size
PKM2 act = qHTS Assay for Activators of Human Muscle isoform 2 Pyruvate Kinase; Pyruvate kinase PKM (Homo sapiens), P14618; purified PKM2, Kinase-Glo ATP luminescence, activation; response scale: 0% is enzyme alone, no compound; Potency, µM (highest dose often 57.5 µM), without a hit: top-dose activation, actives largely listed as activators; 0.34% of 260,000 active; also: potency is read from the fitted curve at half-maximal effect; nearly all actives have a fitted effect of over 55% in size
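Purified hPK-M2 (>95%) run at intermediate activity with 0.1 mM ADP and 0.5 mM PEP in 50 mM imidazole pH 7.2, KCl, MgCl2; 1 h room temperature. ATP formed read by Kinase-Glo luminescence; normalized to uninhibited and no-enzyme controls.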
Chronic BCR inh = qHTS Assay to Find Inhibitors of Chronic Active B-Cell Receptor Signaling. AID 493014, 2011. 0.05% of 340,000 active. Potency, µM (top dose mostly 46.1 µM), for inactives: at the highest dose ratio change, negative = lower green/red ratio, actives largely listed as inhibitors. ABC-DLBCL IkBa-CBG/CBR reporter, luminescence ratio, 4 h; active = well fitted inhibition curve with a large enough effect in the signal ratio, with a control signal flat, not every such curve was filed as active; inconclusive = small, poorly fitted or top-dose-only effect, or effect the other way, or a change in a side signal; the % refers to the signal ratio;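 also: potency is read from the fitted curve at half-maximal effect; plate controls were basal doxycycline-induced cells for no effect and cells given 10 µM MG132 for full effect; MG132 reads +100%, hits lower the ratio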
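Compounds up to 46 uM were incubated four hours with TMD8 cells whose green CBG68 luciferase is fused to IkappaBalpha; red CBR luminescence normalised the signal, and concentration-effect curves were fitted to fusion, red and ratio data.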
USP2a inh = qHTS Assay for Inhibitors of Ubiquitin-specific Protease USP2a Using CHOP2 as the Reporter | 0.01% of 330,000 active | USP2 core, Ub-CHOP2 coupled fluorogenic reporter, 485/531 | AID 463254, 2010 | Potency, µM (titrated, usually from 38.3 µM), inactives show at the highest dose activity change, negative = inhibition, hits mostly inhibitors;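 also: potency is read from the fitted curve at half-maximal effect; plate controls were DMSO wells for no effect and full inhibition by NEM control for full effect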
Target sequence (O75604 whole entry, looked up): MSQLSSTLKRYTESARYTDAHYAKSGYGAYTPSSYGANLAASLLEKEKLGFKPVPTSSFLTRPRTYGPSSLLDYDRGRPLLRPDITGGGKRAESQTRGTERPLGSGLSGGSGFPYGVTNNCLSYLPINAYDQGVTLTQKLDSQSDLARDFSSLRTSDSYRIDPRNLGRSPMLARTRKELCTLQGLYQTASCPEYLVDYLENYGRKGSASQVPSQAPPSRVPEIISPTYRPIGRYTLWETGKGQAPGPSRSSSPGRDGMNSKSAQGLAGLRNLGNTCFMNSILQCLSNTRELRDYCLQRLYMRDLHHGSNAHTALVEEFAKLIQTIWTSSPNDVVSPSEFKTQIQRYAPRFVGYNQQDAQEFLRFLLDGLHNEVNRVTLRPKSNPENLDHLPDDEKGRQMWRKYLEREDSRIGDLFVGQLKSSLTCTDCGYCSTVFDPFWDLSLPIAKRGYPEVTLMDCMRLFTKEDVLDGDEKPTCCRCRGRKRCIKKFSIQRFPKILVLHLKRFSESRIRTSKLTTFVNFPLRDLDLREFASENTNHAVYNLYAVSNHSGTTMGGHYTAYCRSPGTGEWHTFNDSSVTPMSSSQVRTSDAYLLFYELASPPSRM
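Deubiquitinase activity read as fluorescence (485/531 nm) after Ub-CHOP2 cleavage activates the enterokinase reporter on its substrate; USP2 core 10nM, Ub-CHOP2 and substrate 25nM each, 30min compound preincubation then 60min RT; data normalized to NEM, curves fitted.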
Giardia kill = Small Molecules that selectively kill Giardia lamblia: qHTS | Giardia lamblia trophozoite viability | activity change, % at 7.66 µM, hits read low | 0.15% of 340,000 active; in the data active = activity change below about -80%; inconclusive = between about -30% and that limit;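 also: parasites exposed to compound for two days anaerobically before the ATP read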
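Each well holds 100 Giardia trophozoites and compound. After two days (48 hrs) at 37 deg C in anaerobic conditions, ATP is quantified by luminescence.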
hERG WT inh = qHTS for Inhibitors of KCHN2 3.1: Wildtype qHTS; Voltage-gated inwardly rectifying potassium channel KCNH2 (Homo sapiens), Q12809; U2OS, BacMam KCNH2, thallium flux FluxOr; active compounds read low; activity change, % at 1.84 µM; 0.37% of 340,000 active;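 active = maximum activity change below -70%; inconclusive = maximum activity change between -70% and -50%; inactive = maximum activity change above -50%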
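U2OS cells transduced with wild-type KCNH2 virus are loaded with FluxOr dye for 45 min, and thallium flux is measured in kinetic reads before and after stimulation buffer. Rate constants are normalized to DMSO controls.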
Starred values were filed as active, the others as inactive; ? = inconclusive; . = no result given; [ ] = another dose, or the depositor's remark. Unless noted, calls follow the shape of the dose curve; as a rule, active = well fitted curve in the direction sought with a large enough effect; inconclusive = small, poorly fitted or top-dose-only effect, or another doubt; inactive = no such curve, though single readings can be large; an effect the other way counts as inactive or inconclusive. Unless noted, % is scaled to controls: 0 for no effect and ±100 for the full control effect.

No.	Molecule	PKM2 act	USP2a inh	KCNH2 3.1 inh	GALK inh	hERG WT inh	FBPA coupling cs
1	COc1ccc(CCNC(=O)COC(=O)/C=C/c2ccc(OCC#N)c(OC)c2)cc1	-2%	-1%	1	1%	4	0
2	CC1(C)CC(NC(=O)c2cccc(Cl)c2)CC(C)(C)N1	1%[11.5 µM]	2%	1	-3%	17	1
3	CCOc1cc(C2C3=C(CC(C)(C)CC3=O)OC3=C2C(=O)CC(C)(C)C3)cc([N+](=O)[O-])c1O	-20%	2%	1	0%	-10	0
4	CC(C)(C)NC(=O)C(c1cccnc1)N(C(=O)c1ccc(Cl)nc1)C1CCCC1 (stereo not given)	24%	12%	-1	1%	-1	-51*
5	COc1ccc(CN(Cc2ccccn2)C(=O)CN2C(=O)COc3ccccc32)cc1	1%	6%	2	4%	-14	1
6	N/C(COc1cccc(Cl)c1)=N\NS(=O)(=O)c1ccccc1	3%	0%	-7	1%	1	1
7	COc1ccccc1NS(=O)(=O)c1ccc(C)c(NC(=O)C2CCCO2)c1 (stereo not given)	.	0%	-7	.	4	.
8	Cc1ccc(C)c(S(=O)(=O)C(C#N)c2nc3ccccc3nc2N2CCOCC2)c1 (stereo not given)	-7%	7%	-29	-2%	-2	0
9	COc1ccc(C)cc1NC(=O)CN1c2cccc3cccc(c23)S1(=O)=O	.	1%	-6	.	-2	.
10	CC(=O)c1cccc(Nc2cc(C)nc3ccc(C)cc23)c1	13%	0%	1	-2%	2	1
11	COc1ccc(NC(=O)CSCCc2ccccn2)cc1OC	3%	2%	12	1%	3	0
12	O=C(Nc1cc(C2CC2)nn1-c1ccccc1)c1ccc(F)cc1	.	1%	1	.	-9	.

No.	Giardia kill	uPA surface inh	Chronic BCR inh	Eya2 inh	B2AR arrestin
1	-11	22%	0%	5%	0.4%
2	-2	-2%	3%	-7%	-1.6%
3	11	-6%	1%	-15%	0.2%
4	-8	2%	24%	-2%	-0.4%
5	14	.	-2%	4%	-1.0%
6	1	2%	-4%	10%	0.0%
7	37[activator]	11%	?	16%	-0.2%
8	0	-2%	-5%	-9%	0.1%
9	2	-10%	-10%	1%	-0.7%
10	21	-11%	-17%	-3%	0.2%
11	-12	-2%	8%	-5%	0.0%
12	12	9%	0%	-5%	-0.5%

Structures shown so far with a cyano group (2):
No.	Molecule	PKM2 act	USP2a inh	KCNH2 3.1 inh	GALK inh	hERG WT inh	FBPA coupling cs
1	COc1ccc(CCNC(=O)COC(=O)/C=C/c2ccc(OCC#N)c(OC)c2)cc1	-2%	-1%	1	1%	4	0
8	Cc1ccc(C)c(S(=O)(=O)C(C#N)c2nc3ccccc3nc2N2CCOCC2)c1 (stereo not given)	-7%	7%	-29	-2%	-2	0

No.	Giardia kill	uPA surface inh	Chronic BCR inh	Eya2 inh	B2AR arrestin
1	-11	22%	0%	5%	0.4%
8	0	-2%	-5%	-9%	0.1%

Continued:
No.	Molecule	PKM2 act	USP2a inh	KCNH2 3.1 inh	GALK inh	hERG WT inh	FBPA coupling cs
13	CCOc1ccc(C(=O)Nc2c(C(=O)N3CCC(N4CCCCC4)CC3)oc3ccccc23)cc1	.	1%	-28	-4%	23	.
14	Cc1ccc(NC(=O)CCCCCNS(=O)(=O)c2ccc(C)cc2)cc1	10%	-1%	1	.	6	0
15	O=c1c2ccccc2[nH]c(=S)n1Cc1ccccc1	0%	1%	-36	3%	-1	3
16	CC(=NCCCn1ccnc1)C1=C(O)c2ccccc2C1=O	3%	-6%	27	0%	28	15
17	O=C(NNc1nc(-c2ccc(F)cc2)cs1)c1ccccc1	3%	2%	-23	6%	4	3
18	COc1ccccc1NC(=O)C1CCCN(c2cnccn2)C1 (stereo not given)	-5%[0.46 µM]	0%	-9	8%	-1	0
19	CCOc1ccccc1C(=O)NN1CCOCC1	-1%	-1%	19	-8%	-29	1
20	S=c1[nH]c2cc3c(cc2[nH]1)OCCO3	11%	-2%	-1	2%	-5	0
21	Cc1ccccc1-c1noc(-c2ccccc2C(=O)O)n1	2%	0%	-1	0%	-11	4
22	Cc1ccc(CN2CCC(CNC(=O)c3ccc(NC(=O)C4=CSCCO4)cc3)CC2)cc1	.	1%	-1	3%	47	.
23	CC(=O)Nc1ccc(N(C(=O)c2ccco2)C(C(=O)NC2CCCCC2)c2ccccc2)cc1 (stereo not given)	.	2%	13	-2%	2	7
24	CC1(C)C(=O)OC(c2cc(Br)ccc2O)C(C)(C)C1=O (stereo not given)	-3%	-3%	7	0%	-2	0

No.	Giardia kill	uPA surface inh	Chronic BCR inh	Eya2 inh	B2AR arrestin
13	35[activator]	-13%	0%	1%	-0.3%
14	-16	0%	0%	-8%	0.2%
15	12	-2%	-2%	-2%	-1.4%
16	11	-2%	?	1%	-0.8%
17	-20	0%	-17%	2%	0.0%
18	-10	9%	0%	0%	0.3%
19	-1	-2%	2%	-2%	2.6%
20	14	-3%	?	-3%	0.0%
21	10	-3%	?	5%	2.4%
22	-4	?	0%	-10%	0.3%
23	25	12%	2%	-3%	-0.2%
24	-23	-2%	-4%	-5%	-0.4%

Next compounds follow.
No.	Molecule	PKM2 act	USP2a inh	KCNH2 3.1 inh	GALK inh	hERG WT inh	FBPA coupling cs
25	COC(=O)c1ccc(NC(=O)CSc2nn3c(=O)c(C)nnc3s2)cc1	-1%	1%	7	4%	0	-5
26	O=C(O)CC/C(=C\c1cc([N+](=O)[O-])ccc1Cl)c1nc2ccccc2s1	3%	0%	-14	-1%	-10	9
27	O=C(Nc1ccc(/C=C/c2nc3ccccc3o2)cc1)c1c(F)cccc1F	-8%	0%	18	0%	13	0
28	COc1ccc(C(=O)NCC2(c3ccccc3)CCOCC2)cc1[N+](=O)[O-]	5%	5%	-3	0%	2	0
29	O=C(Nc1ccc(O)c2c(=O)cc(-c3cccc(Cl)c3)oc12)c1ccc(F)cc1	3%	-6%	-8	-2%	-8	5
30	O=C(NC(=S)NCCC1=CCCCC1)c1cncc(Br)c1	1%	-3%	-4	1%	-13	0
31	COc1ccccc1C(CNC(=O)CCNC(=O)c1ccccc1Cl)N1CCCC1 (stereo not given)	.	3%	14	.	-8	.
32	CSc1ccccc1NC(=O)COC(=O)CCCOc1ccc(C)cc1	.	-1%	4	.	-13	.
33	O=C(CCc1nnc2ccc(NCc3ccco3)nn12)Nc1ccc(F)cc1	.	2%	12	-2%	1	.
34	CC(C)(C)NC(=O)NC(=O)CN1CCCc2ccccc21	0%	-13%	-88*	0%	5	0
35	Cc1cc(C(=O)NN=C(Cc2ccccc2)Cc2ccccc2)c(C)o1	0%	0%	16	2%	-7	0
36	Cc1cc(-c2ccc3ccccc3c2)n2ncnc2n1	-3%	2%	-1	2%	-9	-1
37	COc1ccc(C(=O)OCC(=O)Nc2cccc(C(C)=O)c2)c(OC)c1OC	-11%	1%	8	-1%	-5	3
38	Cc1nn(CC(=O)NC2CCC(C)CC2)c(=O)c(C#N)c1C (stereo not given)	.	2%	9	.	1	.
39	CCn1c(=O)c2cc(C(=O)N3CCOCC3)sc2c2ccccc21	-8%	-1%	7	3%	5	0

No.	Giardia kill	uPA surface inh	Chronic BCR inh	Eya2 inh	B2AR arrestin
25	-25	4%	?	2%	-0.3%
26	-6	-3%	1%	8%	-0.7%
27	7	1%	?	4%	-0.4%
28	-6	-2%	?	2%	0.4%
29	7	2%	0%	8%	-0.2%
30	3	-8%	1%	0%	0.1%
31	17	1%	-1%	-6%	-0.2%
32	-13	7%	5%	-1%	-1.3%
33	-15	-6%	?	-7%	0.0%
34	-14	5%	0%	-17%	-0.2%
35	-21	-22%	?	-1%	-0.2%
36	-6	?	-4%	5%	-0.1%
37	3	-1%	-1%	-9%	0.1%
38	-14	8%	3%	-12%	0.2%
39	-13	6%	-7%	11%	0.2%

Looked up above:
`O=c1c2ccccc2[nH]c(=S)n1Cc1ccccc1` in hERG WT inh shows -1
`Cc1cc(C(=O)NN=C(Cc2ccccc2)Cc2ccccc2)c(C)o1` in GALK inh shows 2%
